Assay outcomes (PubChem BioAssay)
GLP1R inv ag: inverse agonists of human GLP-1 receptor; 410,000 tested, 1.6% active; HEK293 GLP-1R CRE-luciferase, luminescence, 24 h; GLP-1R form is constitutively active; P43220; Potency, µM (doses to about 38.3 µM), inactives show at the top dose activity change, negative = inhibition, actives largely listed as inhibitors; AID 624417; also: potency is read from the fitted curve at half-maximal effect; % is scaled to controls: 0 for no effect and ±100 for the full control effect; nearly all actives have a fitted effect of over 55% in size
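HEK293 cells stably co-expressing a cAMP-responsive luciferase reporter and constitutively active GLP-1R were seeded, incubated 12 h, then exposed to compounds for 24 h at 37 C. Luminescence was read 12 min after detection reagent; inverse agonists lower signal.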
PTHR1 agonist: PTHR1 (human) receptor agonism. 410,000 tested, 0.075% active. HEK293 GP2 PTHR1 cells, GloSensor cAMP luminescence, 1 h. Potency, µM (highest dose often 115 µM), without a hit: top-dose activation, hits mostly activators. AID 743266; also: potency is read from the fitted curve at half-maximal effect; nearly all actives have a fitted effect of over 55% in size; some results filed as inactive show a strong effect at the top dose; inactives centre near -15; many of its hits are not listed in these tables
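HEK-293-derived GP2 cells expressing PTHR1 and a GloSensor cAMP reporter, 3,000/well, plated overnight, given luciferin plus IBMX (each 0.5 mM as added) for 1 h at 37 °C, then compound for 1 h at 37 °C. Luminescence was read after 15 min at room temperature.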
IL-2 act: IL-2 activation | IL-2 activation reporter assay, cell-based qHTS; stimulated with anti-CD3/CD4/CD28 beads; in transgenic mouse T cells | activation, % (series mostly up to about 46 µM) | 360,000 tested, 0.065% active | AID 652025; in the data active = activation above about 50%; inconclusive = mostly about 30% to 49%; also: 0% is about no effect
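EGFP and DsRed fluorescence is measured by plate cytometry in unstimulated transgenic mouse T cells exposed to compound for 60 minutes, then stimulated 18 hours at 37 degrees C with anti-CD3/anti-CD4 beads plus anti-CD28.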
EPAC1 ag: EPAC1 (human) agonism; Potency, µM (titrated, usually from 154 µM), without a hit: top-dose activation, usual class: activators; EPAC1 agonist qHTS, biochemical assay; response scale: 100% = response to 6.5 mM cAMP; O95398; 360,000 tested, 0.073% active; also: potency is read from the fitted curve at half-maximal effect; nearly all actives have a fitted effect of over 60% in size
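Nucleotide exchange by EPAC1 (100 nM) on Rap1B–BODIPY-GDP (250 nM) in the presence of 50 uM GDP is tracked fluorescently at 480/540 nm over 30 min. Signals are normalized to a 6.5 mM cAMP control.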
PLK1 PBD block: PLK1 (human) polo-box domain binding inhibition; P53350; Plk1 PBD binding of FITC phosphopeptide, fluorescence polarization; Potency, µM, without a hit: max response, negative = inhibition, hits mostly inhibitors; 360,000 tested, 2.8% active; AID 720504; also: potency is read from the fitted curve at half-maximal effect; series mostly up to about 57 µM; % is scaled to controls: 0 for no effect and ±100 for the full control effect; nearly all actives have a fitted effect of over 65% in size
Target sequence (P53350 whole entry, looked up, the tested form may be a part): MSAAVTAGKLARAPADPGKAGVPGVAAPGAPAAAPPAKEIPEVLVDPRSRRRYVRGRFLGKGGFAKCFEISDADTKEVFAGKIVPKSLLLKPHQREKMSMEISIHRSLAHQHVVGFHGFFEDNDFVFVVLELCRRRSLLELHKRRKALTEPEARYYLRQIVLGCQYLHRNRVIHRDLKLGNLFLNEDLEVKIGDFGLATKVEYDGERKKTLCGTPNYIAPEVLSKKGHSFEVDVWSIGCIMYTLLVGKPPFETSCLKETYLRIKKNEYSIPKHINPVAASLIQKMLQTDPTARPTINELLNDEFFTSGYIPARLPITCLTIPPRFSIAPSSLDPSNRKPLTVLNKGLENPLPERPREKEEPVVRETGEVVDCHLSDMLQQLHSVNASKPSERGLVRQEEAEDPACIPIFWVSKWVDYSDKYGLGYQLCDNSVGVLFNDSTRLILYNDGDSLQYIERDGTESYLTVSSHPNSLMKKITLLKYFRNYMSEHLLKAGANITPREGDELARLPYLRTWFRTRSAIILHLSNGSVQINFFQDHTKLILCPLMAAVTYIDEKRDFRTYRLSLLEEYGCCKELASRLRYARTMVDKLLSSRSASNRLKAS
GLP1R cytotox: cytotoxicity in counter-screen for GLP-1R inverse agonists. HEK293 cAMP-luciferase reporter cells, luminescence, 24 h. 410,000 tested, 0.13% active. Potency, µM (highest dose often 38.3 µM), without a hit: top-dose activity change, negative = inhibition, usual class: inhibitors;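 also: loss of luciferase light is scored as toxicity; potency is read from the fitted curve at half-maximal effect; % is scaled to controls: 0 for no effect and ±100 for the full control effect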
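Luminescence readout: signal drop marks cytotoxicity. Plated cells grew 12 h at 37 °C, 5% CO2, received 23 nL compound for 24 h, then got luciferase reagent, read after 12 min at RT.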
PI5P4K alpha inh: PI5P4K alpha (human) kinase inhibition | P48426 | PI5P4Kalpha enzyme, ADP-Glo luminescence, 60 min; active compounds read low | max response, % | 330,000 tested, 1.2% active | AID 652105; active = max response of -50% or lower; inconclusive = between -30% and -50%; inactive = -30% or higher; also: value at the top dose of about 77 µM; % is scaled to controls: 0 for no effect and ±100 for the full control effect
Target sequence (P48426 whole entry, looked up): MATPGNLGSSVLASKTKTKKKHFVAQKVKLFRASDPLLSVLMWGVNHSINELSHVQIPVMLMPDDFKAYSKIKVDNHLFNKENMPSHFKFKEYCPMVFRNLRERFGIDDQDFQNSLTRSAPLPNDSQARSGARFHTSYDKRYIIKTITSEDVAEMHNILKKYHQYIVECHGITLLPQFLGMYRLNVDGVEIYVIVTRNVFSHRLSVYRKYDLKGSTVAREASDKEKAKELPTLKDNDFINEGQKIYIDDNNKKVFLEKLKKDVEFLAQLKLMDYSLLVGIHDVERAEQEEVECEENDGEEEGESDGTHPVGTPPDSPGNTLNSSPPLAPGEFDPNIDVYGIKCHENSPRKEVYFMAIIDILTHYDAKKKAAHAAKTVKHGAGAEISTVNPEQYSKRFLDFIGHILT
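qHTS, 1536-well: enzyme/substrate mix, compound by pin tool, 5 microM ATP final; RT 60 min; ADP-Glo reagents 1 (45 min) then 2 (30 min); luminescence.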
GLP1R ag: GLP-1 receptor (human) agonism. P43220. HEK293 GLP-1R CRE-luciferase, luminescence, 4-6 h; cells express a hypersensitive GLP-1R form. Potency, µM (highest dose often 45.6 µM), without a hit: at the highest dose activation, actives largely listed as activators. 380,000 tested, 0.007% active; also: potency is read from the fitted curve at half-maximal effect; % of control where 0% means no effect
EPAC1 antag: EPAC1 (human) antagonism; EPAC1 GEF assay, Rap1b-BODIPY-GDP exchange fluorescence; 360,000 tested, 0.14% active; O95398; Potency, µM (highest dose often 115 µM), without a hit: top-dose activity change, negative = inhibition, actives largely listed as inhibitors;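 also: potency is read from the fitted curve at half-maximal effect; plate controls were vehicle for no effect and positive control for full effect; nearly all actives have a fitted effect of over 50% in size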
The depositor's hits bear a star; [ ] = remark or other dose. Unless noted, calls follow the shape of the dose curve; as a rule, active = well fitted curve in the direction sought with a large enough effect; inconclusive = small, poorly fitted or top-dose-only effect, or another doubt; inactive = no such curve, though single readings can be large; an effect the other way counts as inactive or inconclusive. An excerpt; count on the stated rates, not on these rows.

For Nc1c(Cl)cc(-c2[nH]c3cc(C(=O)NCCO)ccc3c(=O)c2O)cc1Cl the results were GLP1R inv ag 16%, PTHR1 agonist -17%, IL-2 act 0.2, EPAC1 ag -2%, PLK1 PBD block -1%, GLP1R cytotox 6%, PI5P4K alpha inh -20, GLP1R ag 0% and EPAC1 antag 0%.
`O=C(Nc1ccc(Cl)cc1)N1N=CCC1c1ccccc1` (stereo not given) gave GLP1R inv ag inconclusive, PTHR1 agonist -16%, IL-2 act -2.9, EPAC1 ag 2%, PLK1 PBD block 3%, GLP1R cytotox -21%, PI5P4K alpha inh -7, GLP1R ag 8% and EPAC1 antag 9%.
`Nc1nonc1-n1nnc(C(=O)N/N=C/c2ccco2)c1-c1ccccc1` gave GLP1R inv ag 24%, PTHR1 agonist inactive, IL-2 act -0.3, EPAC1 ag 8%, PLK1 PBD block 3%, GLP1R cytotox -11%, PI5P4K alpha inh -5, GLP1R ag 1% and EPAC1 antag 1%.
`Cc1csc(NC(=O)CSc2[nH]c(=O)ncc2C)n1` gave GLP1R inv ag 65%[activator], PTHR1 agonist inactive, IL-2 act 0.1, EPAC1 ag -6%, PLK1 PBD block -10%, GLP1R cytotox 12%, PI5P4K alpha inh 2, GLP1R ag 14% and EPAC1 antag 0%.
`O=S(=O)(NCC1CCCN(Cc2ccccc2)C1)c1cccc2cccnc12` (stereo not given) gave GLP1R inv ag -20%, PTHR1 agonist inactive, IL-2 act -1.2, EPAC1 ag -4%, PLK1 PBD block -4%, GLP1R cytotox -3%, PI5P4K alpha inh -3, GLP1R ag 9% and EPAC1 antag -8%.
CCOc1ccc(-c2noc(CCC(=O)NC3CCCC3)n2)cc1OC was read as GLP1R inv ag 2%, PTHR1 agonist inactive, IL-2 act 1.5, EPAC1 ag 5%, PLK1 PBD block inconclusive, GLP1R cytotox 2%, PI5P4K alpha inh 1, GLP1R ag 6% and EPAC1 antag -19%.
Cc1ccc(N(C)S(=O)(=O)c2cc(-c3cnc(C4CC4)o3)ccc2C)cc1 was read as GLP1R inv ag inconclusive, PTHR1 agonist -93%[inhibitor], IL-2 act -4.1, EPAC1 ag 16%, PLK1 PBD block inconclusive, GLP1R cytotox 3%, PI5P4K alpha inh -1, GLP1R ag 0% and EPAC1 antag inconclusive.
O=C(COc1ccccc1)NC(=S)Nc1cccc([N+](=O)[O-])c1 was read as GLP1R inv ag 20%, PTHR1 agonist -12%, IL-2 act 0.8, EPAC1 ag -9%, PLK1 PBD block -15%, GLP1R cytotox 2%, PI5P4K alpha inh -13, GLP1R ag -19% and EPAC1 antag -10%.
Screening COc1cc(C(=O)Nc2cc(C)cc(C)c2)c(-n2cnnn2)cc1OC returned GLP1R inv ag 14%, PTHR1 agonist inactive, IL-2 act -0.7, EPAC1 ag -9%, PLK1 PBD block 0%, GLP1R cytotox 17%, PI5P4K alpha inh -11, GLP1R ag 10% and EPAC1 antag 0%.
CC(C)c1ccc(NC(=O)COC(=O)CSc2nnc(N)s2)cc1 was read as GLP1R inv ag 13%, PTHR1 agonist inactive, IL-2 act 1.5, EPAC1 ag -1%, PLK1 PBD block -9%, GLP1R cytotox 5%, PI5P4K alpha inh 1, GLP1R ag 0% and EPAC1 antag -12%.
For Cc1ccc(S(=O)(=O)NC2CCCCCCC2)cc1 the results were GLP1R inv ag inconclusive, PTHR1 agonist -14%, IL-2 act -1.8, EPAC1 ag -8%, PLK1 PBD block -13%, GLP1R cytotox 0%, PI5P4K alpha inh 0, GLP1R ag -4% and EPAC1 antag -14%.
For CC(C)(O)C#Cc1ccc(CN2CCC(CO)(CCc3ccccc3)CC2)cc1 the results were GLP1R inv ag inconclusive, PTHR1 agonist 27%, IL-2 act 0.0, EPAC1 ag -4%, PLK1 PBD block -13%, GLP1R cytotox 11%, PI5P4K alpha inh 0, GLP1R ag 9% and EPAC1 antag -8%.
For CC(Sc1nnc(-c2ccccc2F)n1N)C(=O)NCC1CCCO1 (stereo not given) the results were GLP1R inv ag -9%, PTHR1 agonist inactive, IL-2 act -5.4, EPAC1 ag 5%, PLK1 PBD block -7%, GLP1R cytotox 0%, PI5P4K alpha inh -2, GLP1R ag -6% and EPAC1 antag 9%.
C=CCN1C(=O)C(Cc2ccc(OCC)cc2)S/C1=N\N=C\c1cccs1 (stereo not given) was read as GLP1R inv ag 10µM*, PTHR1 agonist inactive, IL-2 act 3.0, EPAC1 ag -1%, PLK1 PBD block -1%, GLP1R cytotox 1%, PI5P4K alpha inh 2, GLP1R ag -3% and EPAC1 antag 12%.
Screening O=C(NCC(c1ccco1)N1CCCC1)c1cccc(S(=O)(=O)Nc2ccc(Br)cc2)c1 (stereo not given) returned GLP1R inv ag -23%, PTHR1 agonist 0%, IL-2 act -1.7, EPAC1 ag 2%, PLK1 PBD block -3%, GLP1R cytotox 10%, PI5P4K alpha inh 8, GLP1R ag -7% and EPAC1 antag 3%.
For CC1(C)CC(=O)C(CS(=O)(=O)c2ccccc2)=C(Cl)C1 the results were GLP1R inv ag -22%, PTHR1 agonist inactive, IL-2 act -3.8, EPAC1 ag 8%, PLK1 PBD block -6%, GLP1R cytotox 3%, PI5P4K alpha inh -4, GLP1R ag -3% and EPAC1 antag 9%.
For O=C(NC(Cc1ccccc1)C(=O)O)c1ccc(S(=O)(=O)N2CCCCC2)cc1 (stereo not given) the results were GLP1R inv ag 2%, PTHR1 agonist inactive, IL-2 act 0.1, EPAC1 ag 4%, PLK1 PBD block 4%, GLP1R cytotox -4%, GLP1R ag -1% and EPAC1 antag -2%.
Screening O=C(NNC(=O)c1ccccc1Cl)c1ccc2c(=O)n3c(nc2c1)CCC3 returned GLP1R inv ag 13%, PTHR1 agonist -11%, IL-2 act 0.1, EPAC1 ag 6%, PLK1 PBD block 0%, GLP1R cytotox 2%, PI5P4K alpha inh 0, GLP1R ag 2% and EPAC1 antag 6%.
COc1ccccc1NC(=O)CSc1nnc(-c2ccccn2)n1Cc1ccco1 was read as GLP1R inv ag 2%, PTHR1 agonist inactive, IL-2 act -1.6, EPAC1 ag 8%, PLK1 PBD block -9%, GLP1R cytotox -27%, PI5P4K alpha inh -10, GLP1R ag 10% and EPAC1 antag 3%.
O=C(NCc1ccco1)c1ccc(CS(=O)c2ccccc2Cl)o1 (stereo not given) was read as GLP1R inv ag 16%, PTHR1 agonist inactive, IL-2 act 0.3, EPAC1 ag -11%, PLK1 PBD block 0%, GLP1R cytotox 2%, PI5P4K alpha inh -2, GLP1R ag 0% and EPAC1 antag 11%.
O=C(Nc1c(-c2ccc(F)cc2)nc2ccccn12)c1ccccc1F was read as GLP1R inv ag -8%, PTHR1 agonist -33%, GLP1R cytotox -8% and GLP1R ag 1%.
O=C(Nc1ccc2c(c1)OCCO2)C1CCN(S(=O)(=O)c2ccc(Br)s2)CC1 was read as GLP1R inv ag inconclusive, PTHR1 agonist -36%[inhibitor], IL-2 act 2.9, EPAC1 ag 9%, PLK1 PBD block -6%, GLP1R cytotox -11%, PI5P4K alpha inh -5, GLP1R ag -8% and EPAC1 antag -10%.
Cc1ccc(S(=O)(=O)N2CCC(=O)N(C(COCc3cccc(Cl)c3)C(C)C)CC2)cc1 (stereo not given) was read as GLP1R inv ag inconclusive, PTHR1 agonist -28%, IL-2 act 0.3, EPAC1 ag -4%, PLK1 PBD block 2%, GLP1R cytotox -22%, PI5P4K alpha inh -4, GLP1R ag 4% and EPAC1 antag -5%.
Screening COc1ccc(-c2ccc(CN3C(C(C)C)C(=O)N(Cc4cn(Cc5ccco5)nn4)CCS3(=O)=O)cc2)cc1OC (stereo not given) returned GLP1R inv ag -7%, PTHR1 agonist -22%, IL-2 act -0.9, EPAC1 ag 6%, PLK1 PBD block -21%, GLP1R cytotox -3%, PI5P4K alpha inh -9, GLP1R ag 11% and EPAC1 antag -5%.
Screening CC(C)(C)NC(=O)C(c1ccccn1)N(C(=O)C1CSC(=O)C1)c1ccccc1F (stereo not given) returned GLP1R inv ag 6%, PTHR1 agonist -93%[inhibitor], IL-2 act -0.1, EPAC1 ag 16%, PLK1 PBD block -5%, GLP1R cytotox 4%, PI5P4K alpha inh 1, GLP1R ag 1% and EPAC1 antag 10%.
For O=C(c1ccco1)N1CCN(C(=O)c2cc(-c3ccc(F)cc3)no2)CC1 the results were GLP1R inv ag -6%, PTHR1 agonist -21%, IL-2 act 0.4, EPAC1 ag 8%, PLK1 PBD block -18%, GLP1R cytotox -15%, PI5P4K alpha inh -5, GLP1R ag -4% and EPAC1 antag 12%.
Screening O=C(Nc1cc(Cl)ccc1N1CCOCC1)c1ccc(N2CCCCC2)c([N+](=O)[O-])c1 returned GLP1R inv ag -2%, PTHR1 agonist 17%, IL-2 act -2.9, EPAC1 ag 7%, PLK1 PBD block -20%, GLP1R cytotox 3%, PI5P4K alpha inh 3, GLP1R ag 8% and EPAC1 antag -18%.
Screening Cn1cnc(C(=O)N2CCN(C(=O)OC(C)(C)C)CC2)c1C(=O)N1CCN(C(=O)OC(C)(C)C)CC1 returned GLP1R inv ag 6%, PTHR1 agonist inactive, IL-2 act 1.9, EPAC1 ag -25%, PLK1 PBD block -29%, GLP1R cytotox -7%, PI5P4K alpha inh -7, GLP1R ag 7% and EPAC1 antag -26%.
For COc1ccc(CCNc2nc(-c3ccccn3)cs2)cc1OC the results were GLP1R inv ag -24%, PTHR1 agonist -31%[inhibitor], IL-2 act -0.2, EPAC1 ag 2%, PLK1 PBD block -1%, GLP1R cytotox -24%, PI5P4K alpha inh -4, GLP1R ag 11% and EPAC1 antag -10%.
